TWEAK-Fn14 inh – TWEAK-Fn14 signaling inhibition; inhibition, % at 10 µM; hit rate 2% among 360,000; TWEAK-stimulated Fn14 reporter cells, luciferase luminescence, 8 h; in the data active = inhibition above about 50%
KKLEB tox – counter-screen for CF NF-kB inhibitors: cytotoxicity; hit rate 0.36% among 360,000; activity change (cytotoxicity), % at 5 µM; AID 602141; KKLEB CF airway cells viability, ATPlite luminescence, overnight; active compounds read low; cells stimulated with P. aeruginosa culture filtrate;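 active = corrected activity change at or below -50% at 5 µM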
TRAIL sens C8 – sensitizes caspase-8 expressing cells to TRAIL | NB7+C8 cells + TRAIL, ATPlite viability luminescence | inhibition (viability loss, TRAIL sensitization), % at 10 µM | hit rate 1% among 360,000;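 active = compounds causing at least 50% loss of cell viability in the single-dose screen, relative to plate controls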
HIF-2a inh – inhibitors of HIF-2a; AID 624352; inhibition, % at 18.8 µM; hit rate 0.72% among 360,000; 786-0 RCC cells HIF-2a reporter, luciferase luminescence, overnight;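 active = inhibition of the luminescence signal of 40% or more relative to plate controls, in a single-dose primary screen at 18.75 µM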
Shn3 inh set2 – Schnurri-3 reporter inhibition in Clone20 osteoblasts; Clone20 osteoblast Shn3 3'UTR firefly luciferase, 24 h; inhibition, % at 12.5 µM; hit rate 0.52% among 360,000;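 active = mean inhibition of at least 75% with every replicate also reaching 75%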;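 also: 0% = median of neutral control wells and 100% = pilot-screen positive control compound; some compounds past the cut are filed as inactive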
NR2E3 ag-1 – human photoreceptor-specific nuclear receptor agonism. Q9Y5X4. CHO-S Gal4-NCOR/VP16-NR2E3 two-hybrid, luciferase. inhibition of corepressor binding, % at 3.98 µM. hit rate 0.35% among 360,000. AID 602229;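 active = inhibition above the mean of all tested compounds plus 3 SD, cut at about 70% in these data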;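 also: 0% = DMSO with NR2E3 transfected cells and 100% = cells lacking NR2E3 construct; higher means lower luciferase signal from less NR2E3 corepressor binding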
Target sequence (Q9Y5X4 whole entry, looked up, the tested form may be a part): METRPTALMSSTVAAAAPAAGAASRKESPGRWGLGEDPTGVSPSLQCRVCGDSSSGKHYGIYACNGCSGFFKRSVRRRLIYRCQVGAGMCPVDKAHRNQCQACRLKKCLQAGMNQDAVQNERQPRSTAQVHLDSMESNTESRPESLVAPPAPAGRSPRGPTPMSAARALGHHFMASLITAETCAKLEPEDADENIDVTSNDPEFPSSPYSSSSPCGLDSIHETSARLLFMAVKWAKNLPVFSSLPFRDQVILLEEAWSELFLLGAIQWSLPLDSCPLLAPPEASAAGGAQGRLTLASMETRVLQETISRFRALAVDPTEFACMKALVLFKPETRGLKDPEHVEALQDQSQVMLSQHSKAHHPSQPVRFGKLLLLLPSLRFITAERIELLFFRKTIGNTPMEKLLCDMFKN
CF NFkB inh – inhibitors of cystic fibrosis induced NF-kB; KKLEB NF-kB-GFP reporter, PAF-induced, GFP fluorescence overnight; inhibition, % at 5 µM; hit rate 0.86% among 360,000;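 active = at least 50% inhibition at 5 µM, scaled per plate between neutral and stimulator controls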;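 also: PAF is a Pseudomonas aeruginosa culture filtrate used as stimulus; plate controls were PAF-stimulated DMSO wells for no effect and unstimulated DMSO wells for full effect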
TROY NFkB inh – TROY signaling inhibition. inhibition, % at 10 µM. hit rate 0.98% among 360,000. Q293 LMP1-TROYcd NF-kB luciferase reporter, 4 h;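 active = compounds whose plate-normalised and pattern-corrected inhibition of the luciferase reporter signal at the single screening dose is 50% or more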
MITF TRPM1 inh – inhibitors of MITF-driven TRPM1 promoter in melanoma cells; hit rate 0.83% among 330,000; inhibition, % at 12.5 µM; SK-MEL-5 TRPM1 promoter luciferase, 24 h;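 active = mean inhibition across replicates of 60% or more, whatever share of single replicates reaches that level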; also: values of inactives mirror those of a sister screen read the other way
NR2E3 ag-2 – agonists of human nuclear receptor NR2E3. hit rate 0.12% among 320,000. AID 2300. Q9Y5X4. inhibition of corepressor binding, % at 4.78 µM. GST-NR2E3/biotin-RetCOR TR-FRET, 1536-well;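 active = percent inhibition above the cutoff of mean plus 3 SD of all tested compounds, set per screening campaign, cut at about 20% in these data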;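 also: 0% = DMSO wells and 100% = biotin wells as full block of FRET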
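Material – GST-tagged NR2E3 plus biotinylated RetCOR corepressor · Quantity – NR2E3 fusion 1.35 nM · Times – 5 h incubation at 4 °C · Medium – pH 7.5 Tris-based buffer · Technique – TR-FRET, Eu(K)-anti-GST donor, streptavidin-D2 acceptor, ex 340, em 617/671 nm · Benchmarks – high control biotin, low control 0.6% DMSO · Format – 1536-well plates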
Peg3 prom inh – Peg3 promoter activity inhibition; HeLa PEG-Prom luciferase reporter, luminescence, overnight; inhibition, % at 20 µM; hit rate 1.7% among 360,000; AID 588405;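 active = inhibition of at least 50% at 20 µM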
An asterisk follows results filed as active. Not all compounds are listed. The share of hits here may be higher or lower than overall.

The first 2 records, ahead of the listing:
How did CCC(C)c1ccccc1NC(=O)COC(=O)C1=COCCO1 (stereo unspecified) do in these assays?
TWEAK-Fn14 inh: 0.2; KKLEB tox: 5.8; TRAIL sens C8: -10.0; HIF-2a inh: 8.5; Shn3 inh set2: 6.4; NR2E3 ag-1: -2.7; CF NFkB inh: 1.4; TROY NFkB inh: 8.0; MITF TRPM1 inh: 1.7; NR2E3 ag-2: 1.4; Peg3 prom inh: 29.7

How did CC(=O)c1ccc(S(=O)(=O)N2CCN(CC(=O)Nc3ccc(Cl)c([N+](=O)[O-])c3)CC2)cc1 do in these assays?
TWEAK-Fn14 inh: -15.4; KKLEB tox: 1.7; TRAIL sens C8: -7.0; HIF-2a inh: 7.3; Shn3 inh set2: 27.4; NR2E3 ag-1: 10.1; CF NFkB inh: -5.6; TROY NFkB inh: 10.2; MITF TRPM1 inh: 1.3; NR2E3 ag-2: 0.7; Peg3 prom inh: 14.9

Results, repeating the preview:
How did CCC(C)c1ccccc1NC(=O)COC(=O)C1=COCCO1 (stereo unspecified) do in these assays?
TWEAK-Fn14 inh: 0.2; KKLEB tox: 5.8; TRAIL sens C8: -10.0; HIF-2a inh: 8.5; Shn3 inh set2: 6.4; NR2E3 ag-1: -2.7; CF NFkB inh: 1.4; TROY NFkB inh: 8.0; MITF TRPM1 inh: 1.7; NR2E3 ag-2: 1.4; Peg3 prom inh: 29.7

How did CC(=O)c1ccc(S(=O)(=O)N2CCN(CC(=O)Nc3ccc(Cl)c([N+](=O)[O-])c3)CC2)cc1 do in these assays?
TWEAK-Fn14 inh: -15.4; KKLEB tox: 1.7; TRAIL sens C8: -7.0; HIF-2a inh: 7.3; Shn3 inh set2: 27.4; NR2E3 ag-1: 10.1; CF NFkB inh: -5.6; TROY NFkB inh: 10.2; MITF TRPM1 inh: 1.3; NR2E3 ag-2: 0.7; Peg3 prom inh: 14.9

How did CCc1cc2c(-c3ccccc3)cc(=O)oc2cc1OC(=O)c1cccs1 do in these assays?
TWEAK-Fn14 inh: 17.3; KKLEB tox: -12.4; TRAIL sens C8: -2.4; HIF-2a inh: -1.1; Shn3 inh set2: -7.8; NR2E3 ag-1: -26.9; CF NFkB inh: 28.0; TROY NFkB inh: 1.4; MITF TRPM1 inh: -4.1; NR2E3 ag-2: 3.3; Peg3 prom inh: 5.5

What do the screens show for `CC1(C)OC(C)(C)/C(=C\c2ccccc2[N+](=O)[O-])C1=O`?
TWEAK-Fn14 inh: 3.9; KKLEB tox: 2.5; TRAIL sens C8: -2.5; HIF-2a inh: 17.2; Shn3 inh set2: -9.2; NR2E3 ag-1: -5.8; CF NFkB inh: 17.1; TROY NFkB inh: 11.8; MITF TRPM1 inh: 5.6; NR2E3 ag-2: -5.0; Peg3 prom inh: 17.5

How did c1ccc(Cc2nnc3sc(-c4ccc5c(c4)OCO5)nn23)cc1 do in these assays?
TWEAK-Fn14 inh: -48.2; KKLEB tox: -10.5; TRAIL sens C8: -7.1; HIF-2a inh: -85.0; Shn3 inh set2: -0.6; NR2E3 ag-1: -24.6; CF NFkB inh: 2.5; TROY NFkB inh: -42.1; MITF TRPM1 inh: -9.6; NR2E3 ag-2: -0.5; Peg3 prom inh: -82.2

What do the screens show for `Cc1ccc2cc(C#N)c(N3CCCN(S(=O)(=O)c4ccc(F)cc4)CC3)nc2c1`?
TWEAK-Fn14 inh: 13.8; KKLEB tox: -5.0; TRAIL sens C8: 0.9; HIF-2a inh: -7.8; Shn3 inh set2: 26.2; NR2E3 ag-1: -26.6; CF NFkB inh: -0.4; TROY NFkB inh: 2.9; MITF TRPM1 inh: 8.5; NR2E3 ag-2: 6.0; Peg3 prom inh: 24.3

Results for CN(C(=O)CSc1nc(-c2ccccc2)cs1)C1CCS(=O)(=O)C1 (stereo unspecified) ?
TWEAK-Fn14 inh: -8.2; KKLEB tox: -3.5; TRAIL sens C8: -7.7; HIF-2a inh: -56.6; Shn3 inh set2: -26.3; NR2E3 ag-1: -6.5; CF NFkB inh: -5.8; TROY NFkB inh: -19.1; MITF TRPM1 inh: 5.6; NR2E3 ag-2: 2.5; Peg3 prom inh: -6.0

How did CCN(CC(=O)Nc1ccc(NC(C)=O)cc1)C(=O)CSc1nnc(-c2ccco2)n1CC do in these assays?
TWEAK-Fn14 inh: -7.8; KKLEB tox: -14.8; TRAIL sens C8: 1.7; HIF-2a inh: 2.9; Shn3 inh set2: 3.2; NR2E3 ag-1: -8.6; CF NFkB inh: -4.0; TROY NFkB inh: -16.9; MITF TRPM1 inh: -4.6; NR2E3 ag-2: 4.3; Peg3 prom inh: -8.8

Results for Cc1ccc(NC(=O)CSc2n[nH]c(-c3cccnc3)n2)cc1Cl ?
TWEAK-Fn14 inh: 4.7; KKLEB tox: 6.6; TRAIL sens C8: -19.5; HIF-2a inh: -2.7; Shn3 inh set2: 9.8; NR2E3 ag-1: -27.0; CF NFkB inh: -21.3; TROY NFkB inh: -1.8; MITF TRPM1 inh: 2.3; NR2E3 ag-2: 0.9; Peg3 prom inh: 6.5

How did Cc1ccc(NC(=O)C2CCN(C(=O)[C@@H]3Cc4ccccc4CN3)CC2)cc1 do in these assays?
TWEAK-Fn14 inh: -15.5; KKLEB tox: 5.5; TRAIL sens C8: -2.7; HIF-2a inh: -121.3; Shn3 inh set2: -52.7; NR2E3 ag-1: -18.5; CF NFkB inh: -4.6; TROY NFkB inh: -34.4; MITF TRPM1 inh: -33.3; NR2E3 ag-2: -0.6; Peg3 prom inh: -128.6

What do the screens show for `COc1ccc(N2CCN(C(=S)Nc3cc(C)ccc3C)CC2)cc1`?
TWEAK-Fn14 inh: 3.0; KKLEB tox: 8.1; TRAIL sens C8: 2.1; HIF-2a inh: -1.0; Shn3 inh set2: -6.9; NR2E3 ag-1: 9.2; CF NFkB inh: -3.5; TROY NFkB inh: 0.3; MITF TRPM1 inh: 6.2; NR2E3 ag-2: 2.6; Peg3 prom inh: 12.0

What do the screens show for `Cc1nc2c3ccccc3[nH]c(=O)n2n1`?
TWEAK-Fn14 inh: -3.2; KKLEB tox: 0.7; TRAIL sens C8: -2.5; HIF-2a inh: 24.1; Shn3 inh set2: 11.5; NR2E3 ag-1: -1.1; CF NFkB inh: -5.2; TROY NFkB inh: -6.0; MITF TRPM1 inh: 7.0; NR2E3 ag-2: 0.6; Peg3 prom inh: 11.9

How did COc1ccccc1C1=CC(=O)C[C@H](c2ccc(Cl)cc2)C1 do in these assays?
TWEAK-Fn14 inh: -10.0; KKLEB tox: 11.8; TRAIL sens C8: 3.7; HIF-2a inh: -22.6; Shn3 inh set2: 6.1; NR2E3 ag-1: -4.9; CF NFkB inh: 26.0; TROY NFkB inh: -9.0; MITF TRPM1 inh: -9.4; NR2E3 ag-2: 3.8; Peg3 prom inh: 11.0

What do the screens show for `COc1ccccc1N(CC(=O)NCCSc1ccccn1)S(=O)(=O)c1ccccc1`?
TWEAK-Fn14 inh: 16.1; KKLEB tox: -1.7; TRAIL sens C8: 4.9; HIF-2a inh: 16.9; Shn3 inh set2: -11.4; NR2E3 ag-1: -6.3; CF NFkB inh: 1.9; TROY NFkB inh: -9.6; MITF TRPM1 inh: 6.8; NR2E3 ag-2: 1.7; Peg3 prom inh: 11.9

How did CC1CCCCC1NC(=O)CN1CCC(O)(c2ccc3c(c2)OCO3)CC1 (stereo unspecified) do in these assays?
TWEAK-Fn14 inh: 3.5; KKLEB tox: 2.7; TRAIL sens C8: 17.5; HIF-2a inh: 14.2; Shn3 inh set2: -19.7; NR2E3 ag-1: -3.0; CF NFkB inh: -20.3; TROY NFkB inh: 21.5; MITF TRPM1 inh: 4.4; NR2E3 ag-2: 0.5; Peg3 prom inh: 9.6

What do the screens show for `COc1ccccc1NC(=O)c1ccc2c(c1)N(CC(=O)NC(C)(C)C)C(=O)C(C)(C)O2`?
TWEAK-Fn14 inh: 1.0; KKLEB tox: -2.1; TRAIL sens C8: -12.7; HIF-2a inh: -0.3; Shn3 inh set2: -17.2; NR2E3 ag-1: -18.1; CF NFkB inh: -0.4; TROY NFkB inh: -6.5; MITF TRPM1 inh: 12.8; NR2E3 ag-2: -0.1; Peg3 prom inh: 4.9

How did O=c1[nH]c(CSc2nnc(Nc3ccccc3)s2)nc2ccccc12 do in these assays?
TWEAK-Fn14 inh: -11.5; KKLEB tox: 2.3; TRAIL sens C8: 9.0; HIF-2a inh: 2.1; Shn3 inh set2: 3.1; NR2E3 ag-1: 9.6; CF NFkB inh: -6.4; TROY NFkB inh: -19.1; MITF TRPM1 inh: 2.2; NR2E3 ag-2: 0.0; Peg3 prom inh: 7.9

How did C=CCn1c(COc2ccc(F)cc2)nnc1SCC(=O)c1c[nH]c2c(CC)cccc12 do in these assays?
TWEAK-Fn14 inh: -1.0; KKLEB tox: 3.2; TRAIL sens C8: -6.6; HIF-2a inh: 5.0; Shn3 inh set2: 4.3; NR2E3 ag-1: 31.1; CF NFkB inh: 2.3; TROY NFkB inh: 8.3; MITF TRPM1 inh: -5.5; NR2E3 ag-2: 1.7; Peg3 prom inh: 5.9

What do the screens show for `Cc1ccc(S(=O)(=O)N(C)C)cc1NC(=O)COc1ccccc1C(=O)Nc1ccccc1`?
TWEAK-Fn14 inh: 20.4; KKLEB tox: -16.6; TRAIL sens C8: 11.1; HIF-2a inh: 13.4; Shn3 inh set2: 49.5; NR2E3 ag-1: -9.0; CF NFkB inh: 15.0; TROY NFkB inh: 8.1; MITF TRPM1 inh: -0.8; NR2E3 ag-2: -1.2; Peg3 prom inh: 59.9*

What do the screens show for `O=S(=O)(c1ccccc1)N1CCC(c2ccccc2)CC1`?
TWEAK-Fn14 inh: -13.4; KKLEB tox: 3.5; TRAIL sens C8: -0.2; HIF-2a inh: -0.2; Shn3 inh set2: -9.0; NR2E3 ag-1: 4.2; CF NFkB inh: 2.9; TROY NFkB inh: 9.0; MITF TRPM1 inh: -7.5; NR2E3 ag-2: 3.6; Peg3 prom inh: 6.2

Results for CCCC(=O)NC(NC1CCS(=O)(=O)C1)C(Cl)(Cl)Cl (stereo unspecified) ?
TWEAK-Fn14 inh: 2.1; KKLEB tox: -29.6; TRAIL sens C8: -8.8; HIF-2a inh: 9.8; Shn3 inh set2: -1.3; NR2E3 ag-1: -13.4; CF NFkB inh: 8.7; TROY NFkB inh: 17.2; MITF TRPM1 inh: 0.2; NR2E3 ag-2: 2.3; Peg3 prom inh: 8.0

Results for O=C(Nc1nnc(SCC(=O)N2CCCc3ccccc32)s1)c1ccccc1 ?
TWEAK-Fn14 inh: -17.5; KKLEB tox: -28.6; TRAIL sens C8: 75.2*; HIF-2a inh: -163.9; Shn3 inh set2: -70.7; NR2E3 ag-1: -108.0; CF NFkB inh: 5.2; TROY NFkB inh: -76.4; MITF TRPM1 inh: -35.7; NR2E3 ag-2: -1.8; Peg3 prom inh: -168.4

How did CC(OC(=O)CCc1nc2ccccc2c(=O)[nH]1)C(=O)Nc1ccc2c(c1)OCO2 (stereo unspecified) do in these assays?
TWEAK-Fn14 inh: 9.1; KKLEB tox: -4.9; TRAIL sens C8: -21.3; HIF-2a inh: -2.8; Shn3 inh set2: 2.4; NR2E3 ag-1: -4.4; CF NFkB inh: -2.0; TROY NFkB inh: 15.4; MITF TRPM1 inh: -3.6; NR2E3 ag-2: -0.7; Peg3 prom inh: 1.0
